Screening data (PubChem BioAssay)
KCNQ2 inh: KCNQ2 potassium channel inhibitors, primary screen, cell-based, CHO-K1, FluxOR thallium flux, B-score (AID 2156). Potassium voltage-gated channel subfamily KQT member 2 (Rattus norvegicus), O88943. 20 min; stronger effect = lower value. B-score at 10 µM. actives 1.1% (n = 310,000);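 active = fluorescence ratio B-score at most minus 3 library SDs, with starting brightness B-score within 2 library SDs, cut at about -5.5 in these data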
Kir21 inh: inhibitors of mouse Kir2.1 inward-rectifier potassium channel; actives 0.85% (n = 310,000); HEK293-Kir2.1, FluxOR thallium flux fluorescence; stronger effect = lower value; B-score at 10 µM; Inward rectifier potassium channel 2 (Mus musculus), P35561;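 active = fluorescence ratio B-score at or below minus 3 SD of library scores, with starting-brightness B-score within 2 SD, cut at about -4.2 in these data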;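 also: channel flux triggered by added potassium and thallium sulfate stimulus; B-score of peak minus minimum fluorescence over baseline after thallium stimulus; more negative B-score means stronger Kir2.1 block with less thallium influx; some compounds called inactive have numbers as strong as hits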
Target sequence (P35561 whole entry, looked up): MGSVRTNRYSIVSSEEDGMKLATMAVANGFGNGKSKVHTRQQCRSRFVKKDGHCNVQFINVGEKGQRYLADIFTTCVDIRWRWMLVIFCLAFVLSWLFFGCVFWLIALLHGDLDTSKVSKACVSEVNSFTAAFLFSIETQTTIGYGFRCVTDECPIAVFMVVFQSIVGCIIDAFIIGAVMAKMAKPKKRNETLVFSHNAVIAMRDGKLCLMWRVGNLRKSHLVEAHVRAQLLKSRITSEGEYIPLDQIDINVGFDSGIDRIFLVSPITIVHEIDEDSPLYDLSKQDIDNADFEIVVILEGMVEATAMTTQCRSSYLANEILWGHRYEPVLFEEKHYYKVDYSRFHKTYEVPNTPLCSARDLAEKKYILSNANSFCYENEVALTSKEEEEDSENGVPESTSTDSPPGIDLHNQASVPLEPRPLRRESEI
STK33 inh: inhibitors of purified STK33 kinase, primary screen, biochemical, ADP-Glo luminescence, homogeneous, cell-free. inhibition, % at 10 µM. Serine/threonine-protein kinase 33 (Homo sapiens), Q9BYT3. AID 2661, 2010. MBP phosphorylation. actives 0.073% (n = 320,000);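 active = inhibition at or above 25%, using the most active replicate where run in duplicate; inactive = inhibition below 25%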
Target sequence (Q9BYT3 whole entry, looked up): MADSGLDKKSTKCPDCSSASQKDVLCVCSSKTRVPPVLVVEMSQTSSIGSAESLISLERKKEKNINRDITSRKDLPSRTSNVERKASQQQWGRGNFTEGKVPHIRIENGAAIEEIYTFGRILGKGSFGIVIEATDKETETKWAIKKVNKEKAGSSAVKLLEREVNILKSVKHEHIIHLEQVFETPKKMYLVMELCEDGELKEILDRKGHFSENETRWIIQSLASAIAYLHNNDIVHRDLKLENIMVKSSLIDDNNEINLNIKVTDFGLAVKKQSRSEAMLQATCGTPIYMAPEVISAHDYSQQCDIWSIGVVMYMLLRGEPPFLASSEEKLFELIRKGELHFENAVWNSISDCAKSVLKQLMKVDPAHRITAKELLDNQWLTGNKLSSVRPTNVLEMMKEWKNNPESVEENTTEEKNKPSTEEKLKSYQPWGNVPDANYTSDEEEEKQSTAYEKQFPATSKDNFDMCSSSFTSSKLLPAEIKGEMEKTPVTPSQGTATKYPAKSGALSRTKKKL
* marks the source's active call; other numbers are inactive results; i = inactive; nt = no result given.

item | mol | KCNQ2 inh | Kir21 inh | STK33 inh
1 | Cn1c(SCC(=O)Nc2ccc(N3CCOCC3)c(Cl)c2)nnc1C(O)c1ccccc1 (stereo not given) | i | 1.5 | -1.4
2 | Cn1c(=O)[nH]c(=O)c2c1nc(N1CCCCC1)n2CCCSc1nc2ccccc2s1 | i | -1.3 | 0.1
3 | CNC[C@@H](CC1CCCCC1)NC[C@H](CC(C)C)NCCc1cccc(C(F)(F)F)c1 | i | -8.8* | 0.8
4 | COc1ccccc1C(=O)NC(C)C(c1cccs1)N1CCN(C)CC1 (stereo not given) | i | -1.4 | -0.3
5 | O=C(O)CNC(=S)N(Cc1ccc(F)cc1)C1CCCCC1 | i | 1.3 | -1.1
6 | Cc1ccc(Cn2nnnc2CN2CCC(O)(c3ccccc3F)CC2)cc1 | i | 0.68 | -0.6
7 | CN1CCC(=O)N(CCSc2ccccc2)CC1 | i | -2.1 | 1.8
8 | O=C(COC(=O)c1ccc(Cl)cc1[N+](=O)[O-])NC(=O)c1ccccc1 | i | -0.41 | -0.5
9 | O=C(Nc1ccc(CN2CCOCC2)cc1)c1ccc(-c2cc(Cl)ccc2Cl)o1 | i | 0.73 | 0.7
10 | CC1CCN(C(=O)C(C)c2ccc([N+](=O)[O-])cc2)CC1 (stereo not given) | i | -0.34 | -1.1

3 structures already listed, ordered by formula weight, falling:
item | mol | KCNQ2 inh | Kir21 inh | STK33 inh
2 | Cn1c(=O)[nH]c(=O)c2c1nc(N1CCCCC1)n2CCCSc1nc2ccccc2s1 | i | -1.3 | 0.1
3 | CNC[C@@H](CC1CCCCC1)NC[C@H](CC(C)C)NCCc1cccc(C(F)(F)F)c1 | i | -8.8* | 0.8
8 | O=C(COC(=O)c1ccc(Cl)cc1[N+](=O)[O-])NC(=O)c1ccccc1 | i | -0.41 | -0.5

Remaining list, next part.
item | mol | KCNQ2 inh | Kir21 inh | STK33 inh
11 | Cc1ccc(S(=O)(=O)N2CCN(Cc3nc4sc5c(c4c(=O)[nH]3)CCCC5)CC2)cc1 | i | 0 | -0.4
12 | Cc1c(NC(=O)CCC(=O)N2CCCCC2)c(=O)n(-c2ccccc2)n1C | i | -0.12 | 7.7
13 | CCOc1ccc(-n2c(-c3ccc(OC)cc3)c[n+]3c2CCCCC3)cc1 | i | -2.9 | -0.5
14 | COc1ccc(CCCc2n[nH]c(=S)o2)cc1 | i | 0.44 | -0.2
15 | O=C(O)CSc1ccc(Oc2ccc(SCC(=O)O)cc2)cc1 | i | 0.49 | -2.3
16 | Cc1cc(C)c(NC(=O)Cn2ncc3ccccc32)c(C)c1 | i | -0.06 | 0.3
17 | CCn1c(C)nc2cc(S(N)(=O)=O)ccc21 | i | 0.28 | -1.9
18 | C/C=C/C=C\C(=O)Nc1cccc(C2=NOC3(C2)C[C@H](C(N)=O)N(C(=O)/C=C/C)C3)c1 (stereo not given in full) | i | 0.82 | 1.8
19 | CCc1noc(C)c1C(=O)NCCc1ccc(F)cc1 | i | -0.34 | 0.6
20 | NC(=O)c1sc2nc3c(cc2c1N)CCCCCC3 | i | 1.9 | 15
21 | COC(=O)Cn1c(O)c(N=NC(=O)CNC(=O)COc2cccc(C)c2)c2ccccc21 | i | 1.2 | -0.7
22 | Cn1cc([N+](=O)[O-])c(C(=O)NNC(=O)c2ccc([N+](=O)[O-])cc2Cl)n1 | i | -1 | -1.9
23 | CN(C)CCCNC(=O)C(=O)Nc1cc2c3c(c1)CCC(=O)N3CCC2 | i | -1.6 | 0.3
24 | O=C(CCc1nnc2n(Cc3ccc(F)cc3)c(=O)c3ccccc3n12)NCCN1CCOCC1 | i | -0.54 | -0.7
25 | Cc1cc(/C=N\NC(=O)CC(=O)NC2CCCCC2)c(C)n1-c1ccc(Cl)cc1 | i | -1.9 | -0.5
26 | Cc1cc(C)n(-c2cc(N3CCN(S(=O)(=O)c4ccc(Cl)cc4)CC3)ccc2[N+](=O)[O-])n1 | i | -0.55 | 0.3
27 | COc1ccccc1NC(=O)c1nnn(Cc2ccccc2)c1NC(=O)C(F)(F)F | i | 0.98 | -0.8
28 | Cc1ccc(Cl)cc1N1CCN(C(=O)COc2ccc3c(c2)CCC3)CC1 | i | 0.9 | -0.6
29 | CC1Sc2ccc(S(=O)(=O)N3CCC(C(=O)NCc4ccc(Cl)cc4)CC3)cc2NC1=O (stereo not given) | i | 0.65 | 0.0
30 | CCN1CCc2nc(NC(=O)c3cc(F)c(F)cc3Cl)sc2C1 | i | -1.7 | 0.1
31 | COc1ccc2cc3cc(C(=O)NCc4cccnc4)oc3nc2c1 | i | -0.15 | -0.8
32 | COc1ccc2c(c1)cc1n2CCN=C1NN | i | -0.75 | -0.8
33 | O=C(NCc1ccccc1)c1ccc(COCC(F)(F)F)o1 | i | 0.01 | 0.0
34 | Cc1noc(C)c1C(=O)N1CCN(C(=O)c2sc3cc(Cl)ccc3c2Cl)CC1 | i | -0.49 | -0.3
35 | O=C(CSc1nc2ncc(Cl)cc2[nH]1)NCC(=O)Nc1ccc(F)c(F)c1F | i | -0.28 | 0.2
36 | COc1ccccc1C(=O)NNC(=O)c1ccccc1Br | i | 0.14 | -0.8
37 | O=C(c1ccc(COc2ccccc2[N+](=O)[O-])o1)N1CCCCCC1 | i | -0.86 | -0.9
38 | Nc1nc(SCC(=O)NC2CCCc3ccccc32)n[nH]1 (stereo not given) | i | 1.5 | -0.3
39 | Cn1nc(C(F)(F)F)c(C(=O)Nc2cccc(Cl)c2)c1Cl | i | 0.15 | -2.5
40 | CCOC(=O)COc1ccc2c(=O)c(-c3ccccc3)coc2c1 | i | -0.17 | 0.1
41 | O=C(/C=C/c1cccc(Cl)c1)NCCCN1CCOCC1 | i | 0.26 | -0.8
42 | COC(=O)CN=C1OC(=O)N2C(=O)C3=C4[C@@H](C[C@H]5C(=O)N(c6ccccc6)C(=O)[C@H]5[C@H]4[C@@]12Cc1ccccc1)[C@H]1C(=O)N(c2ccccc2)C(=O)[C@H]1[C@H]3C | i | 0.3 | -0.8
43 | C=CCn1c(O)c(C(CC)=NCc2cccnc2)c(=O)[nH]c1=O | i | 1.1 | 0.0
44 | Cc1ccc2c(c1)c(CC(=O)Nc1ccc(F)cc1)c(C(=O)O)n2C | i | 1.2 | -1.7
45 | CC1=NS(=O)(=O)c2cc(Cl)ccc2N1 | i | 0.23 | nt
46 | CN1CCC(N(C)C(=O)/C(C#N)=C/c2ccccc2)CC1 | i | 0.89 | 6.8
47 | CCNc1nc(NC(C)C)nc(Oc2ccc(=O)n(C)n2)n1 | i | -0.12 | 0.4
48 | O=c1cc(NCc2ccco2)c2ccccc2o1 | i | 1.1 | 0.9
49 | COc1ccc(NC(=O)N2CCCCCC2)cc1OC | i | -0.05 | 1.4
50 | Cc1nnc(NC(=O)c2ccccc2-c2ccccc2C(=O)O)s1 | i | -0.07 | 0.0
51 | CCc1nn2c(=O)c(S(=O)(=O)Nc3ccc(Cl)cc3)c(C)nc2s1 | i | -1.4 | 0.2
52 | CCCCCN(C(=O)CCC(=O)OCC(=O)NC1CCC(C)CC1)c1c(N)n(CCCC)c(=O)[nH]c1=O (stereo not given) | i | -0.41 | -0.6
53 | NC(=O)COc1ccc2c3c(c(=O)oc2c1)CCCCC3 | i | -0.21 | -0.7
54 | CC(c1nc2ccccc2n1Cc1ccccc1)N1CCCCC1 (stereo not given) | i | -1.2 | -1.6
55 | CCC(C)c1ccc(NC(=O)c2[nH]c(C)c(C(C)=O)c2C)cc1 (stereo not given) | i | -0.43 | -0.6
56 | Cc1c(C2CC(=O)N(c3ccccc3)C2=O)[nH]n(-c2ccccc2)c1=O (stereo not given) | i | 0.39 | -0.9
57 | O=C(Nc1ccc(F)c(Cl)c1)Nn1cnnc1 | i | -0.52 | -1.7
58 | CN(C)/C=N/c1cnc(C(=O)c2ccc(Cl)cc2)n1C | i | -0.39 | -0.6
59 | CCN1CCN(C(=O)CCc2nnc(CCc3c[nH]c4ccccc34)o2)[C@@H](C)C1=O | i | 1.4 | -1.3
60 | Cn1cnc([N+](=O)[O-])c1Sc1ncccc1N | i | -0.02 | -1.5

More entries follow:
item | mol | KCNQ2 inh | Kir21 inh | STK33 inh
61 | S=C1NCCOCCOCCOCCOCCNC(=S)N2CCOCCOCCN1CCOCC2 | i | 1.3 | -2.8
62 | COc1ccc(CCNC(=O)c2ccc3nc(N4CCOCC4)sc3c2)cc1OC | i | -0.64 | 0.6
63 | Cc1cc(=O)oc(C)c1C(=O)n1nc(C)c2c1C[C@@H]1[C@H]2C1(C)C | i | 0.4 | -0.5
64 | COc1ccc(C2CC2C(=O)c2ccccn2)cc1 (stereo not given) | i | 1.6 | -1.1
65 | CCOc1cccc(C(=O)Nc2ccccc2N2CCN(C(=O)C(C)C)CC2)c1 | i | -0.02 | 0.9
66 | Cc1cc(C)cc(N(CCC#N)C(=O)COC(=O)c2nc3nc(C)cc(C)n3n2)c1 | i | -2 | -1.0
67 | COc1cccc(OCc2cc(C(=O)NCc3ccc4c(c3)OCO4)no2)c1 | i | 0.63 | 0.2
68 | CCc1c(O)nc(SCC(=O)Nc2nc3ccccc3s2)n(-c2ccccc2)c1=O | i | -0.6 | 3.4
69 | CSCC(=O)N1CCC(Oc2cccc(C(=O)NCc3ccccn3)c2)CC1 | i | -0.4 | -0.4
70 | CN(C)Cc1nc2c(c(=O)[nH]1)C1(CCCCC1)Cc1ccccc1-2 | i | 0.36 | 0.2
71 | O=C(O)[C@@H]1CCCN1C(=O)COc1ccc2c3c(c(=O)oc2c1)CCC3 | i | -0.45 | 0.1
72 | C=CCNc1nc(C(F)(F)F)nc2c1nnn2Cc1ccccc1Cl | i | -0.88 | -2.1
73 | CCOC1OC(=O)C(Cl)=C1Nc1ccc(C)cc1C (stereo not given) | i | -2.5 | -0.1
74 | CCOC(=O)Cc1csc(NC(=O)c2csc3c2CCCC3)n1 | i | 1.2 | -2.3
75 | COc1cc(/C=C/C(=O)NC(=O)c2ccccc2O)ccc1OC(C)=O | i | 0.63 | 0.3
76 | CCC(=O)Nc1c(C)n[nH]c1C | i | 0.68 | -1.6
77 | C=CCOc1c(CNc2cccc(C(=O)O)c2)cccc1OC | i | 2.4 | nt
78 | O=C(O)c1ccc2c(c1)SC1=NS(=O)(=O)CCN12 | i | 0.8 | -0.7
79 | CCc1c(C)sc(NC(=O)C2CC2)c1C(=O)OC(C)C | i | 0.23 | 0.9
80 | COc1ccccc1-c1noc2ncnc(Nc3cccc(C)c3C)c12 | i | 0.04 | -0.9
81 | CN(C)c1ccc(NC(=O)/C=C/c2ccccc2Cl)cc1 | i | -0.59 | 0.0
82 | CSc1ccccc1C(=O)NC1CCCCCC1 | i | 0.04 | -0.5
83 | Cc1nn(-c2ccccc2)c(N)c1Sc1cccc([N+](=O)[O-])c1 | i | 0.55 | 0.9
84 | Cc1nc(NCCc2ccc(S(N)(=O)=O)cc2)c2c3c(sc2n1)CCC3 | i | -1.1 | 1.3
85 | O=C(Nc1ccc(OC(F)(F)F)cc1)c1ccc2ccccc2n1 | i | 2 | -0.9
86 | COc1ccc2oc(=O)c(C(=O)O)cc2c1 | i | -0.04 | -0.9
87 | CC(CS(=O)(=O)c1ccc2c(c1)NC(=O)CS2)C(=O)NCc1ccccc1Cl (stereo not given) | i | 0.48 | -2.3
88 | Cc1n[nH]c(=O)nc1NCc1ccc(Cl)cc1 | i | 0.82 | -1.6
89 | Cc1c(C(=O)NCc2ccc3c(c2)OCO3)sc2nc(-c3ccc(F)cc3)cn12 | i | -0.05 | -0.2
90 | Cc1ccc(C2CC(=O)NC(SCc3ccccc3)=C2C#N)cc1 (stereo not given) | i | -4.3* | -2.6
91 | O=C(Cn1nc(-c2ccccc2)ccc1=O)NCCN1CCN(Cc2ccccc2)CC1 | i | 0.02 | 0.0
92 | CC(Oc1ccc(Cl)cc1)C(=O)NCCN1C(=O)S/C(=C\c2cccnc2)C1=O (stereo not given) | i | 0.2 | nt
93 | OCCNCC(O)CN1c2ccccc2Sc2ccccc21 (stereo not given) | i | 0.06 | -0.2
94 | O=C(O)c1ccc2c(c1)S(=O)(=O)N=C1CCCCCN12 | i | -0.93 | -0.7
95 | CCCOc1nnnn1-c1ccccc1 | i | -1.2 | -0.6
96 | COc1ccc2nc(N3C(=O)CC(C(C)c4ccccc4)C3=O)sc2c1 (stereo not given) | i | 0.15 | -0.5
97 | CS(=O)(=O)N1CCN(c2ccccc2NC(=O)c2cccnc2)CC1 | i | 0.87 | -0.4
98 | COc1cc(C)c(Cl)cc1S(=O)(=O)N1CCCC1 | i | -3.3 | 1.3
99 | CCN1CCc2c(OCC(=O)Nc3ccc(C)cc3)cccc2C1=O | i | -0.53 | 0.0
100 | Cc1cc(NC(=O)COC(=O)[C@@H](NS(=O)(=O)c2ccc(Br)cc2)C(C)C)no1 | i | 0.02 | -0.1
101 | CC(C)(C)n1cn[nH]c1=S | i | 1.4 | -1.4
102 | COC(=O)c1c(NC(=O)c2ccccc2[N+](=O)[O-])sc2c1CC(C)(C)NC2(C)C | i | -1.3 | 0.7
103 | CC(C)Cc1nnc(NC(=O)Cc2ccc([N+](=O)[O-])cc2)s1 | i | 0.68 | -3.5
104 | COc1ccccc1C(=O)NNC(=O)c1ccc(NC(=O)c2ccccc2)cc1 | i | 1.6 | 0.2
105 | COC(=O)c1cc(=O)n(-c2ccc(F)cc2)c(=Nc2ccc(F)cc2)s1 | i | -0.61 | -0.9
106 | NC(=O)c1cc(C(=O)c2ccc(Cl)cc2Cl)c[nH]1 | i | 1.4 | -0.9
